# Screening results (PubChem)
# HepG2 tox: kills HepG2 cells in TGF-b inhibitor counter-screen | Potency, µM (doses to about 46.1 µM), inactives show at the top dose activity change, negative = cytotoxicity, most hits filed as cytotoxic | hit rate 0.76% among 410,000 | HepG2 CAGA-GFP viability, ATP luminescence, 18 h; further: potency means the concentration at half of the fitted maximal effect; some results filed as inactive show a strong effect at the top dose
#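 HepG2 CAGA-GFP cells (1000/well, DMEM with 1% FBS) received compound, then TGF-beta at 500 pg/mL final, and were incubated 18 hours at 37 degrees C. Viability was read by CellTiter-Glo luminescence. Media-only wells were set as complete cell-killing and DMSO as no toxicity.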
# IL1B secr inh: inflammasome signaling inhibition, IL-1 beta readout. hit rate 4.7% among 360,000. AID 743279. activity change, % at 57.5 µM. THP-1 LPS/ATP IL-1B secretion, AlphaLISA, 16 h; active compounds read low; in the data active means activity change below about -50%; inconclusive means mostly about -30% to -49%; further: on the % scale 0 is the no-effect control and ±100 the full control effect
#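 THP-1 cells pretreated 1 hr with compounds (up to 57.5 uM final), then stimulated with LPS (250 ng/mL final) plus ATP (1.25 mM final); secreted IL-1B measured by AlphaLISA after 16 hr, decreased signal indicating inhibition.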
# KB-3-1 cytotox: KB-3-1 parental cell cytotoxicity. KB-3-1 viability, CellTiter-Glo ATP luminescence, 72 h. Potency, µM (series often up to 46.1 µM), for the others: at the top dose activity change, negative = cytotoxic, usual class: cytotoxic. hit rate 1.4% among 400,000; further: potency means the concentration at half of the fitted maximal effect; on the % scale 0 is the no-effect control and ±100 the full control effect; nearly all actives have a fitted effect of over 60% in size
#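 KB-3-1 parental drug-naive adenocarcinoma cells in DMEM/10% FBS, incubated 72 h at 37 C with pin-transferred compounds across a concentration series. Viability by CellTiter-Glo luminescence; concentration-response curves fitted after normalization.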
# HT1080-NT tox: kills 2HG-producing HT-1080-NT fibrosarcoma cells | HT-1080-NT fibrosarcoma viability, CellTiter-Glo ATP luminescence, 48 h | Potency, µM (top dose mostly 46.1 µM), without a hit: at the top dose activity, negative = less viability, most hits filed as cytotoxic | hit rate 1.6% among 360,000 | AID 686970;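 further: NT is the 2HG producing partner of a matched IDH1 knockdown line; potency means the concentration at half of the fitted maximal effect; 0% = DMSO-treated cells and -100% = media-only wells without cells; nearly all actives have a fitted effect of over 55% in size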
#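 HT-1080-NT; 750 cells/well; 5% FBS RPMI; 48 h compound, 37 degrees C; CellTiter-Glo luminescence; curve fitting and curve-class assignment.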
# ATXN2 expr inh: reduces ATXN2 reporter expression in HEK-293 cells. Potency, µM (highest dose often 57 µM), without a hit: top-dose activity change, negative = inhibition, hits mostly inhibitors. HEK-293 ATXN2-luciferase reporter, luminescence, 24 h. hit rate 0.72% among 360,000; further: potency means the concentration at half of the fitted maximal effect; on the % scale 0 is the no-effect control and ±100 the full control effect; nearly all actives have a fitted effect of over 55% in size
#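 qHTS (up to 57 uM final) was run with 24 h compound exposure of reporter cells at 37 °C. Each well was multiplexed: SteadyGlo luminescence measured ATXN2-luciferase expression after a fluorogenic Gly-Phe-AFC viability readout (25 uM final).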
# MCF10A rereplic: induces DNA re-replication in MCF 10a normal breast cells | hit rate 2.9% among 350,000 | MCF 10A DNA re-replication, Hoechst nuclear intensity, 48 h | Potency, µM (titrated, usually from 46.1 µM), for inactives: top-dose activity, positive = re-replication, usual class: activators | AID 624296; further: potency means the concentration at half of the fitted maximal effect; % of control where 0% means no effect; nearly all actives have a fitted effect of over 50% in size
# ATXN viability: reduces viability in counter-screen for ATXN expression inhibitors | S2 cells (HEK-293 line with an ATXN2-luciferase reporter) viability, CellTiter-Fluor protease fluorescence, 24 h | Potency, µM (doses to about 56.7 µM), actives largely listed as cytotoxic | hit rate 0.49% among 400,000 | AID 651635; further: potency means the concentration at half of the fitted maximal effect; nearly all actives have a fitted effect of over 40% in size
# SW480 rereplic: inducers of DNA re-replication in SW480 colon cancer cells; SW480 DNA re-replication, Hoechst DNA content imaging, 48 h; Potency, µM (series often up to 46.1 µM), for inactives: at the highest dose re-replication activation, hits mostly activators; hit rate 1.8% among 340,000; AID 624297; further: potency means the concentration at half of the fitted maximal effect; % of control where 0% means no effect; nearly all actives have a fitted effect of over 55% in size
#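 Compounds, transferred as 23 nL by pin tool, were incubated with cells for 48 hr; DNA content per nucleus was then quantified by Hoechst staining and fluorescence plate imaging.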
# HT1080 IDH1KD tx: HT-1080 IDH1 knockdown cell toxicity (counter line); HT-1080 IDH1 knockdown viability, ATP luminescence, 48 h; Potency, µM (top dose mostly 46.1 µM), for the others: at the highest dose activity, negative = toxicity, hits mostly cytotoxic; hit rate 2% among 360,000;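 further: potency means the concentration at half of the fitted maximal effect; 0% = DMSO wells and -100% = cell-free medium wells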
#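 In this qHTS, HT-1080 cells depleted of IDH1 are exposed for 48 h at 37 °C to compound titrations. Toxicity is scored from CellTiter-Glo luminescence, with DMSO as full viability and medium alone as none.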
# Numbers without * were called inactive; i = inactive; u = inconclusive; x = no result given; [ ] = remark or other dose. Unless noted, the call rests on the fitted dose curve; in most records, active means well fitted curve in the direction sought with a large enough effect; inconclusive means small, poorly fitted or top-dose-only effect, or another doubt; inactive means no such curve, though single readings can be large; an effect the other way counts as inactive or inconclusive.
SMILES,HepG2 tox,IL1B secr inh,KB-3-1 cytotox,HT1080-NT tox,ATXN2 expr inh,MCF10A rereplic,ATXN viability,SW480 rereplic,HT1080 IDH1KD tx
O=C(CCN1C(=O)C2CC=C(Cl)CC2C1=O)NCc1ccccc1 (stereo unspecified),-2%,14,8%,11%,19%,0%,i,2%,15%
COC(=O)CN(c1ccccn1)S(=O)(=O)c1ccccc1,-3%,2,10%,-4%,0%,-1%,i,-1%,-3%
NCCc1nc2cccnc2n1-c1ccccc1,7%,x,-4%,x,9%,x,i,x,x
CCc1ccc(C(=O)CSc2n[nH]c(-c3ccncc3)n2)cc1,-15%,25,-6%,-11%,3%,-6%,i,-1%,-2%
Clc1ccc2nc(-c3ccc4c(c3)OCO4)cn2c1,-39%,25,u,u,u,u,i,23µM*,21µM*
Cc1ccc(NC(=O)Cc2ccsc2)cc1Cl,-5%,-8,-4%,9%,x,-12%,u,-1%,0%
COc1ccc(-c2csc(NC(=O)c3c(OC)cccc3OC)n2)cc1,14µM*,-18,-3%,4%,-24%,u,i,4%,0%
O=C(CN1C(=O)NC2(CCCCCCC2)C1=O)N1CCc2ccccc2C1,-1%,-6,-2%,7%,-9%,6%,i,12%,-2%
CC(OC(=O)CCCN=C1NS(=O)(=O)c2ccccc21)C(=O)Nc1ccccc1[N+](=O)[O-] (stereo unspecified),-23%,10,-3%,-2%,0%,1%,i,-5%,-2%
COc1ccc([C@H]2CC(=O)C=C(c3ccc4ccn(C)c4c3)C2)cc1,-5%,u,u,u,26%,u,i,-1%,u
COc1ccccc1C(=O)N1CCN(C(=O)[C@H]2O[C@@H](n3cnc4c(N)ncnc43)[C@H](O)[C@@H]2O)CC1,3%,0,0%,14%,-1%,x,i,x,8%
CNC(=O)CN(C)S(=O)(=O)c1ccc(F)cc1,-1%,-19,-12%,-10%,-2%,0%,i,-7%,-19%
CCCOP(=O)(c1ccc(N(C)C)cc1)C(O)c1cc(OC)c(OC)c(OC)c1 (stereo unspecified),-5%,18,12%,7%,-12%,-1%,u,-4%,1%
O=C(Nc1cccnc1)C1CCN(S(=O)(=O)c2cccs2)CC1,-1%,8,0%,1%,x,-3%,i,-2%,-1%
CC(=O)c1ccc(NC(=O)Cn2cnc(S(=O)(=O)N3CCC(C)CC3)c2)cc1,-1%,21,0%,8%,19%,3%,i,-7%,21%
CCCc1c(C(=O)N/N=C/C(C)=C/c2ccco2)nnn1-c1nonc1N,-41%,-3,-2%,2%,x,u,i,u,2%
Cc1cccc(-n2nc3c(c2NC(=O)c2ccco2)CSC3)c1C,-12%,0,-12%,1%[9.24 µM],-7%,-3%,i,-2%,7%
CC(=O)c1ccccc1NC(=O)COC(=O)c1ccccc1NC(=O)c1ccccc1,-22%,0,15%,-1%,2%,2%,i,x,1%
O=[N+]([O-])c1ccc(CSc2nnc(SCc3ccccc3)s2)cc1,-5%,1,4%,20%,3%,6.5µM*,i,-9%,9%
CCc1nnc(NC(=O)CCN(c2ccc(C)cc2)S(=O)(=O)c2ccccc2)s1,-28%,9,2%,8%,4%,2%,i,-1%,10%

# Three successive entries already listed, for reference:
SMILES,HepG2 tox,IL1B secr inh,KB-3-1 cytotox,HT1080-NT tox,ATXN2 expr inh,MCF10A rereplic,ATXN viability,SW480 rereplic,HT1080 IDH1KD tx
Clc1ccc2nc(-c3ccc4c(c3)OCO4)cn2c1,-39%,25,u,u,u,u,i,23µM*,21µM*
Cc1ccc(NC(=O)Cc2ccsc2)cc1Cl,-5%,-8,-4%,9%,x,-12%,u,-1%,0%
COc1ccc(-c2csc(NC(=O)c3c(OC)cccc3OC)n2)cc1,14µM*,-18,-3%,4%,-24%,u,i,4%,0%

# Continued.
SMILES,HepG2 tox,IL1B secr inh,KB-3-1 cytotox,HT1080-NT tox,ATXN2 expr inh,MCF10A rereplic,ATXN viability,SW480 rereplic,HT1080 IDH1KD tx
CC(C)C1C2=C(CC(C)(C)CC2=O)ON1c1ccccc1 (stereo unspecified),-33%,u,1%,-3%,-16%,u,i,-33%[inhibitor],-24%
Cc1ccc2[nH]c(O)c(N=Nc3ccccc3C)c2c1,1%,54,15%,1%,22%,4%,i,-2%,2%
CCc1ccc(NC(=O)COC(=O)CCC2CCCC2)cc1,-5%,-21,-8%,9%,13%,-2%,i,1%,-7%
C[C@@H](C(=O)Nc1cccc(S(=O)(=O)N2CCOCC2)c1)N1C(=O)C2CC=CCC2C1=O (stereo partly specified),7%,29,9%,1%,10%,-1%,i,-4%,0%
CCOC(=O)c1sc(N)c(C#N)c1CSc1nc2ccc(C)cc2[nH]1,2%,7,-4%,-7%,3%,-4%,i,1%,-13%
COc1ccc(OC)c(NC(=O)CCNS(=O)(=O)c2ccc3c(c2)c(=O)n(C)c(=O)n3C)c1,-24%,-11,13%,9%,-9%[11.3 µM],0%,i,-8%,9%
CCCN(CCC)C1Sc2ccc(C(=O)OC)cc2NC1=O (stereo unspecified),-29%,27,-8%,6%,-14%,-9%,i,-3%,-3%
CC(NC(=O)CSc1nc2c(c(C(F)(F)F)n1)CCc1ccccc1-2)c1ccccc1 (stereo unspecified),0%,-16,u,-14%,-6%,15%,i,-5%[9.22 µM],-10%
O=C(Nc1cccnc1)C1CCC(CNS(=O)(=O)c2cccc3nsnc23)CC1 (stereo unspecified),-1%,-10,-9%,-4%,-10%,-2%,i,-7%,-3%
O=C(O)c1ccc(Nc2nc3ccccc3c3nncn23)cc1,0%,x,1%,x,6%,x,i,x,x
Cc1cccc(OCC(=O)OC(C)C(=O)Nc2ccc(S(=O)(=O)N3CCCCC3)cc2)c1 (stereo unspecified),-3%,0,1%,-2%,-7%,1%,i,18%,0%
Nn1c(C2CCC2)nc2cc(Cl)ccc2c1=O,-7%,u,16%,3%,115%[activator],5%,i,-21%,12%
COc1cc2ccccc2cc1C(=O)Nc1ccc(Cl)cn1,-21%,10,6%,-1%,x,1%,u,1%,-2%
CCC(=O)Nc1ccc2c(c1)nc(CCNC(=O)c1ccco1)n2C,-15%,-6,10%,17%,-5%,-12%,i,-4%,17%
CCN(CC)S(=O)(=O)c1cccc(C(=O)N[C@H](C(=O)OCC(=O)Nc2ccccc2)C(C)C)c1,-23%,u,29%,5%,32%[activator],23%,i,-7%,-2%
COc1ccccc1N1CCN(c2c(CN3CCCC3)c(=O)oc3ccccc23)CC1,-21%,x,6%,x,-14%,x,i,x,x
COC(=O)c1sccc1NC(=O)Cc1ccc(OC)cc1,6%,0,-5%,0%,2%,4%,i,x,1%
CC(=O)Nc1ccc(S(=O)(=O)Nc2cccc(-c3cn4c(n3)SCC4)c2)cc1,7%,79,11%,0%,8%,-5%,i,1%,-1%
CCOC(=O)C1(CC2CC2)CCN(Cc2ccc(OC)cc2F)CC1,-50%,-54*,-4%,-3%,-37%,u,i,u,-19%
OC(COc1c(Br)cc(Br)cc1Br)CN1CCOCC1 (stereo unspecified),-5%,-20,0%,-13%,-2%,12%,i,-7%,-11%
CCCOC(=O)c1[nH]c2c(c1C)C(=O)CC(c1cc(OC)c(OC)c(OC)c1)C2 (stereo unspecified),-22%,25,u,-1%,u,-3%,i,13%,-2%
COc1cccc(CNc2ncnc3cc(Cl)ccc23)c1,-1%,-2,2%,-8%,x,u,i,u,u
COc1ccc(C=C2OC(=O)C(C(C)=O)=C2O)cc1,-4%,-10,-28%,-4%,x,x,i,x,-9%
CCc1ccc(CN(C)CCc2ccccn2)cc1,13%,1,-6%,3%,1%,2%,i,-4%,-7%
O=C(Nc1ccc2nn(-c3ccc(F)cc3)nc2c1)c1cccnc1,-17%,0,11%,-5%,-10%,u,i,30%,-5%
CN(C)NC1=CC(=[N+]2CCCC2)CC(C)(C)C1,1%,6,-8%,4%,18%,8%,i,-3%,2%
COc1ccc(N(CC(=O)NC2CCCC2)C(=O)Cn2nnc(-c3ccc(F)cc3)n2)cc1,-1%,-7,18%,-12%,0%,5%,i,-4%,-2%
CN(C)C(=O)CCc1ccc2c3c([nH]c2c1)[C@]1(C)[C@@H](C(=O)N2CCOCC2)C[C@H](CC(=O)NC(C)(C)C)C(=O)N1CC3,-1%,8,0%,3%,1%,-1%,i,0%,5%
Cc1c[nH]c2cccc(OCC(CNC(C)(C)C)OC(=O)c3ccccc3)c12 (stereo unspecified),-51%,-2,14%,-14%,-30%,0%,i,4%,-16%
CC(C)NC(=O)c1ccc2sc([C@@H]3O[C@H](CO)[C@H](O)[C@H](O)[C@H]3O)nc2c1,6%,4,1%,21%,18%,x,i,x,8%
O=c1c(NCCc2ccc(Cl)cc2)nccn1-c1ccccc1,-13%,x,-16%,x,12%,x,i,x,x
O=C(NCc1cccc(Cl)c1)C(=O)Nc1ccc2nc3n(c(=O)c2c1)CCCCC3,-5%,x,5%,x,9%,x,i,x,x
CC1CCCC(NC(=O)CSc2ncccc2C(=O)O)C1C (stereo unspecified),-8%,17,14%,2%,-23%,1%,i,-4%[9.22 µM],1%
COC(=O)C1=C(C)N(c2ccccc2)/C(=C/c2cccs2)C1=O,-18%,-2,-13%,15%,-7%,4%,u,-10%,-19%
COc1ccc(-c2noc(CCC(=O)NC3CCCCC3)n2)cc1,1%,0,2%,-5%,2%,-1%,u,u,-3%
O=C(CCN1CCC(c2ccccc2)C1)c1ccccc1 (stereo unspecified),-3%,3,-2%,12%,1%,u,i,u,u
CCCN(CC1COc2ccccc2O1)C(=S)Nc1ccc(C)cc1 (stereo unspecified),-14%,u,-6%,-2%,7%,26%,i,7%,-2%
O=C(CN(Cc1ccccc1)S(=O)(=O)c1ccc(Br)cc1)NCc1ccco1,-5%,-9,-23%,-4%[9.24 µM],0%,3%,i,-2%,-3%
Cc1ccc(S(=O)(=O)Nc2cccc(-c3ccc(N4CCCCCC4)nn3)c2)cc1C,-52%,-3,-21%,u,x,11%,u,u,-8%
